# Source: PubChem
# NTMT1 inhibitor: Primary qHTS for Inhibitors of N-terminal methyltransferase 1 (NTMT1): MTaseGlo Assay; Potency, µM (top dose mostly 114 µM), inactives show at the top dose activity change, negative = inhibition, most hits filed as inhibitors; NTMT1 MTase-Glo SAH luminescence, purified enzyme; N-terminal Xaa-Pro-Lys N-methyltransferase 1 (Homo sapiens), Q9BV86; actives 2.5% (n = 59,000);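 note: plate controls were DMSO vehicle for no effect and no enzyme for full effect; nearly all actives have a fitted effect of over 65% in size; many of its hits are not listed in these tables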
# Target sequence (Q9BV86 whole entry, looked up): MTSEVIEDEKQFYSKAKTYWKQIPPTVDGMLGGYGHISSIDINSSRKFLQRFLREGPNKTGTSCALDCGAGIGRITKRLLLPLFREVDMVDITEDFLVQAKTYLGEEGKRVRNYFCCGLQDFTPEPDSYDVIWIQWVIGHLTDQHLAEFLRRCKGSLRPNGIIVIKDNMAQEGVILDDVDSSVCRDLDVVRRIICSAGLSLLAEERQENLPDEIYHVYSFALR
# FH mod: Identification of activators of human fumarate hydratase by quantitative high-throughput screening; Fumarate hydratase, mitochondrial (Homo sapiens), P07954; FH coupled MDH/diaphorase resazurin fluorescence, 15 min; Potency, µM (top dose mostly 79.9 µM), for inactives: at the highest dose activity change, negative = inhibition, most hits filed as inhibitors; actives 0.22% (n = 54,000); note: the screen sought activators but most active calls are inhibition curves; nearly all actives have a fitted effect of over 45% in size
# Target sequence (P07954 whole entry, looked up): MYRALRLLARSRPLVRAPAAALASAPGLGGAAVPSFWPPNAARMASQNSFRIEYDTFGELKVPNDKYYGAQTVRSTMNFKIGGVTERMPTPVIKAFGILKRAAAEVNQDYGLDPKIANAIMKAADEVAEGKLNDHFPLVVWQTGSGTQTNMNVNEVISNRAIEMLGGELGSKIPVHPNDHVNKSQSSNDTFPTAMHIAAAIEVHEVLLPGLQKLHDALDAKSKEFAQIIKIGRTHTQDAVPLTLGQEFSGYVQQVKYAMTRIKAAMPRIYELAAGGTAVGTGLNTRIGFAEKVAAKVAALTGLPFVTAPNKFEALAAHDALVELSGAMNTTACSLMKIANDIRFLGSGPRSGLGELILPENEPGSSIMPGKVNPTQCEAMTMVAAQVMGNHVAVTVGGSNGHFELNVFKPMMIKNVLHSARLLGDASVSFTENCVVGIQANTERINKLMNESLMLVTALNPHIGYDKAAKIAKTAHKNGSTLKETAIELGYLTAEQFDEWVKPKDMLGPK
# Numbers without * were called inactive; ? = inconclusive; & = joins results of further samples; [ ] = another dose, or the depositor's remark. Calls come from the whole dose curve; as a rule, active = well fitted curve in the direction sought with a large enough effect; inconclusive = small, poorly fitted or top-dose-only effect, or another doubt; inactive = no such curve, though single readings can be large; an effect the other way counts as inactive or inconclusive. Unless noted, % is set by controls: 0 for no effect and ±100 for the full control effect; potency is the fitted concentration of half-maximal effect. The list is partial, so the mix of outcomes need not match the whole.
SMILES,NTMT1 inhibitor,FH mod
CC(C)(O)/C=C/C(=O)[C@](C)(O)[C@H]1[C@H](O)C[C@@]2(C)[C@@H]3CC=C4[C@@H](C=C(O[C@@H]5O[C@H](CO)[C@@H](O)[C@H](O)[C@H]5O)C(=O)C4(C)C)[C@]3(C)C(=O)C[C@]12C,4%[12.6 µM],1%[20.6 µM]
O=C(Nc1ccc(F)c(C(F)(F)F)c1)Nc1nnc(-c2ccncc2)s1,?,2%
C[C@H](Nc1ncnc2nc[nH]c12)c1cc2ccc(F)cc2nc1-c1ccccn1,13%[57.5 µM],4%
C/C(=C\C=C\C(C)C1CCC2(C)C3CCC4C(C)(C)C(=O)CCC45CC35CCC12C)C(=O)O (stereo not given),12%[29.8 µM],-16%[53.3 µM]
Cc1cc(O[C@@H]2O[C@H](COC(=O)CC(=O)O)[C@@H](O)[C@H](O)[C@H]2O)c(C(C)C)cc1O,-16%[29.8 µM],-9%[53.3 µM]
CN=C(NC#N)NCCSCc1csc(N=C(N)N)n1,36%[activator][57.5 µM],3%[53.3 µM]
C[C@@H]1O[C@@H](OC[C@H]2O[C@@H](Oc3cc(O)cc4c3C(=O)C(O)(Cc3ccc(O)cc3)O4)[C@H](O)[C@@H](O)[C@@H]2O)[C@H](O)[C@H](O)[C@H]1O (stereo not given in full),-17%[12.6 µM],1%[20.6 µM]
CC(=O)Nc1nc2c(Oc3cc(-c4ccc(C(F)(F)F)cc4)ncn3)cccc2s1,2%[57.5 µM],-25%
C[C@]1(OC(=O)/C=C\c2ccc(O)cc2)C[C@@H](O)[C@]2(O)C=CO[C@@H](O[C@@H]3O[C@H](CO)[C@@H](O)[C@H](O)[C@H]3O)C12 (stereo not given in full),3%[29.8 µM],1%[53.3 µM]
Cc1ccc(S(=O)(=O)n2ccc(-c3c(-c4ccc(Cl)cc4)noc3C)n2)cc1,-13%[57.5 µM],-15%
Cc1ccc2c(Cl)cc(Cl)c(O)c2n1,46%[activator][57.5 µM],0%[53.3 µM]
CC1CC(=O)C2=C(O1)OC1(C)CCC3C(C)(C)C=CC(=O)C3(C)C1C2 (stereo not given),?,-10%[53.3 µM]
COc1cc(/C=C/C(=O)NCCn2c(C(F)(F)F)cc3ccccc32)cc(OC)c1OC,?,-12%
CN1CCc2cc3c(cc2C(=O)Cc2cc4c(cc2C1)OCO4)OCO3,6%[29.8 µM],0%[53.3 µM]
CCN(CC)CCOCCOC(=O)C(CC)(CC)c1ccccc1,?,2%
COc1cc(/C=C/C(=O)OC[C@H]2O[C@@](CO)(O[C@H]3O[C@H](CO)[C@@H](O)[C@H](O)[C@H]3O)[C@@H](OC(=O)/C=C/c3ccc(O)c(OC)c3)[C@@H]2O)ccc1O,?,-4%[20.6 µM]
CC(CC12CCCN1C(=O)C1CCCN1C2=O)OC(N)=O (stereo not given),7%[29.8 µM],10%[53.3 µM]
CN1CCN(c2ccc(Nc3cc(-c4cccc(-n5ccc6cc(C7CC7)cc(F)c6c5=O)c4CO)cn(C)c3=O)nc2)CC1,?,21%
CN1CCCN(C(=O)c2cccc(-c3ccc(/C=C4\C(=O)Nc5ccc(Cl)cc54)o3)c2)CC1,7.9µM*,-29%
CCC(C)C1NC(=O)C2C(C)CCN2C(=O)C(CC(O)CO)OC(=O)CCNC(=O)C(C)N(C)C(=O)C(C(C)C)N(C)C1=O (stereo not given),0%[12.6 µM],7%[20.6 µM]
COc1cc(CCc2ccc(OCC=C(C)C)cc2)cc(OC)c1OC,-16%[29.8 µM],-2%[53.3 µM]
CCc1cc(C(N)=O)ccc1-n1nc(C(C)C)c2c(-n3cnc(-c4cnn(C)c4)c3)ccnc21,8%[57.5 µM],3%
C=C1C(=O)O[C@H]2[C@H]1[C@@H](OC(=O)C(C)CO)C[C@@]1(C)[C@H](O)CCC(=O)[C@H]21 (stereo not given in full),8%[29.8 µM],1%[53.3 µM]
O=C1Nc2ccccc2C1(c1ccc(O)cc1)c1ccc(O)cc1,?,-15%[53.3 µM]
CC(=O)OC1C(O)/C(C)=C\C2C(OC(=O)c3ccccc3)C(C)CC2(OC(C)=O)C(OC(C)=O)C(C)/C=C/C(C)(C)C1OC(C)=O (stereo not given),5%[12.6 µM],-9%[20.6 µM]
Nc1nc2c(ncn2COC(CO)CO)c(=O)[nH]1,27%[57.5 µM],7%&-12%&-15%[53.3 µM]
CC(=O)NS(=O)(=O)c1ccc(N)cc1,12%[57.5 µM],5%[53.3 µM]
CCC(C(=O)OCCN1CCOC(c2ccccc2)C1C)c1ccccc1 (stereo not given),38%[activator][57.5 µM],-5%[53.3 µM]
C=C1C(=O)O[C@@H]2/C=C(\C)CC/C=C(/C=O)[C@H](OC)[C@@H](OC(=O)C(C)C)[C@@H]12,3%[29.8 µM],0%[53.3 µM]
O=C(C=Cc1ccc(/C=C/C(=O)Nc2ccc(C3=NCCN3)cc2)cc1)Nc1ccc(C2=NCCN2)cc1,-19%[57.5 µM],6%[53.3 µM]

# Of the compounds above, these have a CF3 group:
SMILES,NTMT1 inhibitor,FH mod
O=C(Nc1ccc(F)c(C(F)(F)F)c1)Nc1nnc(-c2ccncc2)s1,?,2%
CC(=O)Nc1nc2c(Oc3cc(-c4ccc(C(F)(F)F)cc4)ncn3)cccc2s1,2%[57.5 µM],-25%
COc1cc(/C=C/C(=O)NCCn2c(C(F)(F)F)cc3ccccc32)cc(OC)c1OC,?,-12%

# Further entries follow.
SMILES,NTMT1 inhibitor,FH mod
COc1ccc2c3n(c(=NC(=O)c4cccnc4)nc2c1OC)CCN3,13%[12.6 µM],0%[6.31 µM]
COc1ccc(N(C(=O)Nc2c(C)cccc2C)c2cc(Nc3ccc(N4CCN(C)CC4)cc3)ncn2)c(OC)c1,-3%[57.5 µM],-3%
CC1(C)S[C@@H]2[C@H](N=CN3CCCCCC3)C(=O)N2[C@H]1C(=O)O,?,2%[53.3 µM]
CCc1cccc2c(CCO)c[nH]c12,?,-10%[53.3 µM]
CC(=O)OCC(=O)[C@@]1(O)CC[C@H]2[C@@H]3CCC4=CC(=O)C=C[C@]4(C)[C@@H]3[C@@H](O)C[C@@]21C,-14%[57.5 µM],-8%[53.3 µM]
Cc1occc(=O)c1O[C@@H]1O[C@H](COC(=O)CC(C)(O)CC(=O)O)[C@@H](O)[C@H](O)[C@H]1O (stereo not given in full),10%[29.8 µM],0%[53.3 µM]
O[C@@](Cc1ncc(CC2(C(F)(F)F)CC2)[nH]1)(c1ccc(-n2cccn2)cc1)C(F)(F)F,-6%[57.5 µM],-2%
CO[C@H]1C[C@@H]2CC[C@@H](C)[C@@](O)(O2)C(=O)C(=O)N2CCCC[C@H]2C(=O)O[C@H]([C@H](C)C[C@@H]2CC[C@H](n3cnnn3)[C@H](OC)C2)CC(=O)[C@H](C)/C=C(\C)[C@@H](O)[C@@H](OC)C(=O)[C@H](C)C[C@H](C)/C=C/C=C/C=C/1C,10%[29.8 µM],-18%[53.3 µM]
COc1cc(NS(=O)(=O)c2ccc(N)cc2)nc(OC)n1,-1%&6%[57.5 µM],-3%&6%[53.3 µM]
NS(=O)(=O)c1cc(C(=O)O)cc(N2CCCC2)c1Oc1ccccc1,8%[57.5 µM],3%[53.3 µM]
Cc1cc(Nc2cc(NC(=O)c3c(Cl)cccc3Cl)ccn2)nc(N)n1,?,-18%
Cc1cn([C@H]2C[C@H](F)[C@@H](CO)O2)c(=O)[nH]c1=O,10%[57.5 µM],-8%[53.3 µM]
O=C(O)Cc1ccc(OCCNC[C@H](O)c2ccccc2)cc1,15%[57.5 µM],-2%[53.3 µM]
N[C@H](CSC(c1ccccc1)(c1ccccc1)c1ccccc1)C(=O)O,?,-3%[53.3 µM]
COc1cccc(Cn2ncc3c4sc(S(C)=O)cc4n(C)c3c2=O)c1 (stereo not given),-25%,-5%
C=C1CC23CC(=O)C4C(CO)(CO)CCCC4(C)C2CCC1C3 (stereo not given),-6%[29.8 µM],2%[53.3 µM]
CC[C@H](C)[C@H](NC(=O)[C@H](Cc1ccc(O)cc1)NC(=O)[C@@H](N)C(C)C)C(=O)N[C@@H](Cc1cnc[nH]1)C(=O)N1CCC[C@H]1C(=O)N[C@@H](Cc1ccccc1)C(=O)O,31%[activator][6.45 µM],-17%[6.31 µM]
CN(C)C1CCN(C(=O)c2ccc(NC(=O)Nc3ccc(-c4nc(N5CCOCC5)nc(N5CCOCC5)n4)cc3)cc2)CC1,4%[57.5 µM],1%
COc1ccc2c(c1O)OC[C@H]1c3ccc(O)cc3O[C@@H]21,?,-6%
Nc1ncnc2c1C(=O)N(c1ccc(C3CCC(CC(=O)O)CC3)cc1)CCO2 (stereo not given),2%,-5%
CC1CCC2(NC1)OC1CC3C4CC=C5CC(O[C@@H]6O[C@H](CO)[C@@H](O[C@@H]7O[C@@H](C)[C@H](O)[C@@H](O)[C@H]7O)[C@H](O)[C@H]6O[C@@H]6O[C@@H](C)[C@H](O)[C@@H](O)[C@H]6O)CCC5(C)C4CCC3(C)C1C2C (stereo not given in full),5%[12.6 µM],6%[20.6 µM]
Nc1ncnc2c1ncn2[C@@H]1O[C@H](CO)C[C@H]1O,77%&75%[activator],-3%
O=C(O)c1cccc(C(=O)CCC2OC(n3cnc4c(=O)[nH]cnc43)C(O)C2O)c1 (stereo not given),8%[29.8 µM],-9%[53.3 µM]
COc1cc(O)cc2c1C(=O)OC(C)C2 (stereo not given),12%[57.5 µM],3%
Cc1cc(Cl)ccc1OCCCC(=O)NO,12%,-12%&4%[53.3 µM]
COc1cc(/C=C/C=O)cc(OC)c1O[C@@H]1O[C@H](CO)[C@@H](O)[C@H](O)[C@H]1O,7%[29.8 µM],1%[53.3 µM]
CCOc1nc2cccc(C(=O)O)c2n1Cc1ccc(-c2ccccc2-c2nn[nH]n2)cc1,0%&29%[57.5 µM],-2%
O=C(NC[C@H](O)CN1CCc2ccccc2C1)c1ccnc(NC2CCC2)c1,10%,10%
CN1CCN(C2=Nc3ccccc3Nc3ccc(Cl)cc32)CC1,6%[57.5 µM],0%
O=C(c1ccccc1)C(O)c1ccccc1 (stereo not given),7%[57.5 µM],3%[53.3 µM]
COc1cc(C(=O)N2CCC(N3CCN(C)CC3)CC2)ccc1Nc1ncc2c(n1)N(C)c1ccccc1C(=O)N2C,-14%,11%
CC(=O)N[C@@H](CC(C)C)C(=O)N[C@@H](CCC(=O)O)C(=O)N[C@@H](CCC(=O)O)C(=O)N[C@@H](CC(=O)O)C(=O)Nc1ccc2c(C(F)(F)F)cc(=O)oc2c1,-4%[57.5 µM],9%
C[C@]12CC[C@@H]3c4ccc(O)cc4CC[C@H]3[C@@H]1CC[C@@H]2OC(=O)CCC1CCCC1,6%&-25%[57.5 µM],?
Cc1c(N)c(=O)n(-c2ccccc2)n1C,11%[57.5 µM],-2%[53.3 µM]
C[C@]12C=CC(=O)C=C1CC[C@H]1[C@@H]3C[C@@H](O)[C@](O)(C(=O)CO)[C@@]3(C)C[C@H](O)[C@@]12F,-13%[57.5 µM],-18%&4%[53.3 µM]
CC(C)/C=C1\NC(=O)C(C(C)C)n2c1nc1ccccc1c2=O (stereo not given),1%[29.8 µM],-1%[53.3 µM]
CC1(C)CC[C@]2(C(=O)O[C@@H]3O[C@H](CO[C@@H]4O[C@H](CO[C@@H]5O[C@H](CO)[C@H](O)[C@H](O)[C@H]5O)[C@@H](O)[C@H](O)[C@H]4O)[C@@H](O)[C@H](O[C@@H]4O[C@H](CO)[C@@H](O)[C@H](O)[C@H]4O)[C@H]3O)[C@H](O)C[C@]3(C)C(=CCC4[C@@]5(C)CC[C@H](O[C@@H]6OC[C@@H](O)[C@H](O)[C@H]6O)[C@@](C)(C(=O)O)C5CC[C@]43C)[C@@H]2C1 (stereo not given in full),3%[6.45 µM],-17%[13.5 µM]
CO[C@]1(NC(=O)CSC(F)F)C(=O)N2C(C(=O)O)=C(CSc3nnnn3CCO)CO[C@H]21,?,6%[53.3 µM]
CS/C=C/C(=O)O[C@@H]1CCC2=CC(=O)C(=C(C)C)C[C@]2(C)[C@H]1C,-6%[29.8 µM],2%[53.3 µM]
NCc1c[nH]c(=S)n1[C@H]1CCc2c(F)cc(F)cc2C1,?,9%[53.3 µM]
NC(=O)C1=CC2C3C=CC2C(OC3=O)O1 (stereo not given),2%,3%
CC(C(O)c1ccc(O)cc1)N1CCC(Cc2ccccc2)CC1 (stereo not given),0%[29.8 µM],-1%&-10%&2%[53.3 µM]
COc1cc(-n2cnc3cc(-c4ccc(Cl)cc4)sc3c2=O)ccc1OCCN1CCCC1,-7%[57.5 µM],19%
NC(N)=N/N=C/c1c(Cl)cccc1Cl,19%[57.5 µM],-10%&-2%[53.3 µM]
CCN(CC)CCNc1ccc(CO)c2sc3ccccc3c(=O)c12,?,-15%[53.3 µM]
CC(=O)O[C@H]1C[C@@]2(C)[C@@H](C[C@@H](O)[C@H]3[C@@]4(C)CC[C@@H](O)[C@@H](C)[C@@H]4CC[C@@]32C)/C1=C(\CCC=C(C)C)C(=O)O,21%[57.5 µM],2%

# Two records picked at random from the list so far:
SMILES,NTMT1 inhibitor,FH mod
C[C@]12C=CC(=O)C=C1CC[C@H]1[C@@H]3C[C@@H](O)[C@](O)(C(=O)CO)[C@@]3(C)C[C@H](O)[C@@]12F,-13%[57.5 µM],-18%&4%[53.3 µM]
Cc1c(N)c(=O)n(-c2ccccc2)n1C,11%[57.5 µM],-2%[53.3 µM]
